Screens as filed in PubChem BioAssay.
Lipid storage S3: qHTS Assay for Lipid Storage Modulators in Drosophila S3 Cells | Drosophila S3 cells, BODIPY lipid droplet fluorescence, 18-24 h; cells fed with added oleic acid | lipid storage change, negative = inhibition, % at the top dose, mostly 46.1 µM; hits show Potency in µM | 320,000 compounds, 0.64% hits | AID 2685; active means well fitted inhibition curve with a large enough effect in the signal ratio, with a control signal flat, not every such curve was filed as active; inconclusive means small, poorly fitted or top-dose-only effect, or effect the other way, or a change in a side signal; the % refers to the signal ratio
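Drosophila S3 cells got compounds at several concentrations plus oleic acid (400 uM solution). Laser-scanning cytometry with 488 nm excitation read lipid droplets at 500-530 nm and cells at 575-640 nm. Percent activity was relative to 20 uM Triacsin C.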
Lipid storage S3 cell count max: also measured in Lipid storage S3; calls as there; cell number change, %; measured here: cell count max response;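 cells counted by Cell Tracker Red CMTPX staining in the red channel; peak over a dose series mostly up to 46.1 µM; percent activity relative to internal control wells on each plate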
An asterisk follows results filed as active; i = inactive; ? = inconclusive; . = no result given; [ ] = dose if it differs, or a comment. On the % scale 0 is the no-effect control and ±100 the full control effect; potency means the concentration at half of the fitted maximal effect. These rows are one share of the data; count on the stated rates, not on these rows.

SMILES	Lipid storage S3	Lipid storage S3 cell count max
CCCn1c(=S)[nH]c2cc(C(=O)N3CCc4ccccc43)ccc2c1=O	?	.
CO/N=C/NC(=O)NOCc1ncc(C(F)(F)F)cc1Cl	?	.
Clc1ccccc1Cc1noc(CN2CCSCC2)n1	0%	-10
O=C(/C=C/c1ccc(Cl)cc1)NCCN1CCOCC1	16%	-12
O=C1CN(S(=O)(=O)c2ccc(F)cc2)c2ccccc2N1	?	.
O=[N+]([O-])c1ccc(-c2ccc(/C=N/c3c(-c4ccco4)nc4ccccn34)o2)cc1	-19%	-14
COc1ccc(N=Nc2nc3cc(Br)c(Br)cc3n2C)c(OC)c1	?	.
COc1cccc(CSc2nnc(-c3ccncc3)n2C)c1	5%	2
COc1ccc(NC(=O)C2C3C=CC4(O3)C2C(=O)N(CCN2CCCCC2C)C4C(=O)NC2CCCC(C)C2C)cc1 (centres undefined)	i	-12
Nc1ccc2oc(-c3ccccc3Cl)nc2c1	1%	-7
O=C1CS/C(=N/N=C/c2ccccc2)N1Cc1ccco1	16%	1
Cn1c(=O)[nH]c(=O)c2c1nc(NCc1ccco1)n2Cc1ccccc1Cl	?	.
O=C(NCC(c1ccco1)N1CCc2ccccc2C1)c1cccc(Br)c1 (centres undefined)	30%	.
Cc1ccc(S(=O)(=O)NNC(=S)Nc2ccccc2)cc1	i	.
Cc1ccc(NC(=O)CN2C(=O)NC3(CCCc4ccccc43)C2=O)cc1S(=O)(=O)N1CCOCC1 (centres undefined)	?	.
CCOC(=O)C(C)Oc1ccc2c(CC)cc(=O)oc2c1C (centres undefined)	?	.
Cn1c(CCNC(=O)c2ccccc2F)nnc1SCC(=O)Nc1ccccc1F	?	.
COc1cccc(-c2nn(-c3ccccc3)cc2CN(C)Cc2ccno2)c1	-2%	-20
N#C/C(=C\c1c(N2CCC(C(N)=O)CC2)nc2ccccn2c1=O)C(=O)NCc1ccco1	5%	3
Cc1ccc(/C=N/NC(=O)c2ccccc2OCc2ccc(F)cc2)o1	-16%	10
Cc1ccc(C(=O)COC(=O)CNC(=O)c2ccccc2)s1	?	.
CCCn1c(SCC(=O)NC(C)C23CC4CC(CC(C4)C2)C3)n[nH]c1=O (centres undefined)	?	.
Cc1nnc(N2C(=O)C(O)=C(C(=O)c3ccco3)C2c2ccc(C(C)C)cc2)s1 (centres undefined)	21%	-11
NS(=O)(=O)c1ccc(NC(=S)N2CCC(Cc3ccccc3)CC2)cc1	-18%	.
COc1cc2[nH]c3c(N4CCC(C(N)=O)CC4)ncnc3c2cc1OC	2%	0
O=C(COc1cccc(Br)c1)N/N=C1\CCSC1	?	.
CCC(C)N(C(=O)CSc1ccc(NC(C)=O)cc1)C1CCS(=O)(=O)C1 (centres undefined)	?	.
CC(C)(C)c1cc(/C=N/NC(=O)C[n+]2ccccc2)cc(C(C)(C)C)c1O	?	.
CCN(CCC(=O)O)c1ccccc1	?	.
COc1ccc(CCNC(=O)c2noc(C)c2[N+](=O)[O-])cc1OC	-1%	20
O=C(CCCl)Nc1nnc(SCC(=O)NC2CCCC2)s1	?	.
CC(=O)c1cc(O)c2ccccc2c1O	-10%	5
COc1ccc(C(=O)OC(C)C(=O)NC(C)CCc2ccccc2)cc1OC (centres undefined)	?	.
COc1ccc(-n2c(=S)[nH]c3ccccc32)cc1	?	.
CCC(=O)Nc1c(-c2ccccc2)c(=O)c2ccccc2n1C	1%	2
O=C(CSc1nc(=O)n2ccccc2n1)N1CCC(Cc2ccccc2)CC1	?	.
N#C/C(C(=O)N1CCOCC1)=C1/SC(Cc2ccccc2)C(=O)N1c1ccccc1 (centres undefined)	?	.
CCc1ccccc1OCC(=O)NNCC(=O)Nc1cccc(C#N)c1	?	.
O=C(Cc1ccc(Cl)cc1)NNC(=S)NC(=O)c1cccnc1	?	.
c1ccc(NC2=NCCN2CCCC2CCCCC2)cc1	-14%	-3
CN1C2C=C3C(C#N)=C(N)C(C#N)(C#N)[C@H](c4c(F)cccc4F)[C@H]3C1CC2 (some centres undefined)	8%	-2
O=C1CSC(c2ccccc2F)N1c1cc(Cl)ccc1O (centres undefined)	?	.
CCN(CC)c1ccc(NC(=O)c2cccc(C)c2)cc1S(=O)(=O)Nc1ccccc1OC	i	-15
O=C1C=CC(=O)C(C2=C3C(=O)N(CCc4ccccc4)CC(=O)N3CCC2)=C1	?	.
C=CCn1c(SCC(=O)Nc2sc(C)c(C)c2C(=O)OCC)nnc1-c1sc(N)nc1C	?	.
O=C1C2(c3ccccc3)CN(CCO)CC1(c1ccccc1)CN(CCO)C2	?	.
COc1ccccc1Nc1ccc(N)cc1	7%	.
CCOc1ccc(OCC)c(NC(=O)C2CCN(S(=O)(=O)c3ccc4c(c3)CC(C)N4C(C)=O)CC2)c1 (centres undefined)	?	.
Cc1cccc(N(C)S(=O)(=O)c2ccc(-c3cnc(C4CC4)o3)cc2)c1	?	.
CCN(CC(=O)Nc1ccc(NC(C)=O)cc1)C(=O)c1sc2nc3n(c(=O)c2c1C)CCC3	?	.
CC1CCC(C(C)C)C(OC(=O)COC(=O)c2ccc(=O)[nH]c2)C1 (centres undefined)	?	.
Cc1c(NC(=O)C(C)OC(=O)CNC(=O)c2ccccc2)c(=O)n(-c2ccccc2)n1C (centres undefined)	?	.
COC(=O)c1c(C)[nH]c(C(=O)COC(=O)CCNS(=O)(=O)c2cccc(C(F)(F)F)c2)c1C	?	.
COC(=O)[C@H](CC(C)C)NCc1cccc(CN[C@@H](CC(C)C)C(=O)OC)c1	?	.
Cc1cc(CNC(=O)c2ccc3oc(C(C)C)nc3c2)nn1C	?	.
O=C(Cc1ccccc1)NC(NC(=S)Nc1cc(Cl)ccc1Cl)C(Cl)(Cl)Cl (centres undefined)	24%	-6
COc1cccc(N2C(=O)C3CCCN3C2c2ccc(N(C)C)cc2)c1 (centres undefined)	9%[9.22 µM]	13
Cn1c(=O)c2ncn(CC(=O)NC3CCCCCC3)c2n(C)c1=O	?	.
Cc1ccc(SCc2nc(N)nc(Nc3ccccc3C)n2)cc1C	1%	-3
CCC(CC)c1nnc(NC(=O)c2nn(C)c(=O)c3ccccc23)s1	?	.

Next part
SMILES	Lipid storage S3	Lipid storage S3 cell count max
Cc1ccccc1SCC(=O)OCC(=O)Nc1sccc1C(N)=O	0%	-8
Cc1csc(NC(=O)CSc2nc(C)nc3c2c(=O)n(C)c(=O)n3C)n1	-21%	.
N#Cc1ccc(C(=O)NCC(c2ccco2)N2CCCC2)cc1 (centres undefined)	?	.
Cc1ccc(NC(=O)O/N=C/c2ccc(F)cc2)cc1	20%	4
CC1(C)C(CC2OCC(CN3CCCCC3)O2)[C@H]2CC[C@@H]1C2 (some centres undefined)	0%	9
N#CC1=C(N)Oc2n[nH]c(-c3ccccc3)c2C1c1cccnc1 (centres undefined)	i	-9
CC(C)(C)c1cc(NCc2ccccn2)n2ncc(-c3ccccc3)c2n1	-17%	-10
CC(=O)Nc1ccc(S(=O)(=O)NCCSCc2ccc(Cl)cc2Cl)cc1	-6%	19
COC(=O)c1[nH]c2c(c1C)C(=O)CC(c1ccc(OC)c(OC)c1)C2 (centres undefined)	?	.
Cc1ccc(C(=O)CCC(=O)NC2CCCC(C)C2C)cc1 (centres undefined)	0%	.
COc1ccc(CCN(Cc2ccccn2)C(=S)Nc2cccc(C)c2)cc1OC	-16%	-16
CCn1ncc(Br)c1C(=O)NC(C)c1ccccc1 (centres undefined)	8%	1
COc1ccc(CN2C(=O)CC(Cc3cc(C)cc(C)c3)C2=O)cc1OC (centres undefined)	?	.
CCCCCOC(=O)C1=C(C)N(C)C(=O)NC1c1cc(Br)c(O)c(OC)c1 (centres undefined)	?	.
CCOC1(c2ccccc2)CC1C(=O)N/N=C/c1cccc([N+](=O)[O-])c1 (centres undefined)	?	.
COc1ccc(C(=O)OCC(=O)Nc2sccc2C(N)=O)cc1OC	-4%	-1
O=C(Nc1nc2ccc([N+](=O)[O-])cc2s1)c1ccc(S(=O)(=O)N2CCCc3ccccc32)cc1	3%	-15
COc1ccc(S(=O)(=O)N2CCCCC2)cc1NC(=O)c1ccco1	i	1
COC(=O)c1c(NC(C)=O)sc(Cc2ccccc2)c1C	?	.
CCn1nnc(NC(=O)Cc2ccc(Cl)cc2)n1	9%	0
CC(=O)c1ccc(N2CCN(C(=S)NCc3ccco3)CC2)cc1	?	.
CSc1ncc(CN2CCCC(C(=O)Nc3ccc(-c4ccco4)cc3)C2)cn1 (centres undefined)	?	.
COc1ccc2oc(C(=O)NN3C(C)CCCC3C)c(C)c2c1 (centres undefined)	?	.
Cc1cc(C(F)(F)F)nc(SCC(=O)Nc2cc(C)on2)n1	-10%[9.22 µM]	-8
COc1ccc(NS(=O)(=O)c2ccc3c(c2)N(C(C)=O)CCO3)cc1	3%	22
Cc1cc(Cl)nc(Cl)c1C(=O)N1CCOCC1	?	.
COc1cc(C(=O)NC(C)CCc2ccccc2)cc(OC)c1OC (centres undefined)	?	.
CCN(C(=O)COc1ccc(C)nc1[N+](=O)[O-])C1CCS(=O)(=O)C1 (centres undefined)	?	.
CCOc1cc(S(=O)(=O)N2CCN=C2Cc2ccccc2)ccc1F	?	.
Cc1ccc(S(=O)(=O)Nc2cc(C)cn(Cc3ccccc3)c2=O)cc1	?	.
Cc1ccccc1NC(=O)c1cnc(Nc2nc3ccccc3s2)nc1C	?	.
COc1cccc(OC)c1C(=O)Nc1cccc(-c2ccc3nncn3n2)c1	6%	-13
COc1cccc(NS(=O)(=O)c2ccc(OC)c(OC)c2)c1	?	.
O=C(NNC1CC(=O)N(c2ccc(Br)cc2)C1=O)c1ccccn1 (centres undefined)	0%	-11
c1ccc2cc(-c3csnn3)ccc2c1	-23%	.
CC(=O)Nc1ccc(NC(=O)CN(C)S(=O)(=O)c2ccc3ccccc3c2)cc1	?	.
CC1(C)O[C@@H]2[C@H](O1)[C@@H](CO)O[C@H]2n1cnc2c(=O)[nH]cnc21	?	.
Cc1cc(NC(=O)CSc2nnc(C3CC3)n2N)no1	9%	10
COc1ccccc1/C=N/Nc1nc(C)cc(C)n1	?	.
COC(=O)c1ccc2c(c1)sc(=NC(=O)CCS(=O)(=O)c1ccccc1)n2C	?	.
CCN(CC)CCn1c(=N)n(CC(O)COc2cccc(C)c2)c2ccccc21 (centres undefined)	?	.
Cc1cc(C)n(CC(=O)Nc2ccc([N+](=O)[O-])cc2)n1	-3%	9
CCOc1ccc(CC(=O)N/N=C/c2cccnc2)cc1OCC	?	.
COc1ccc(OC)c(NC(=O)C2CCN(S(=O)(=O)c3ccc4c(c3)OCCO4)CC2)c1	?	.
O=C(c1ccco1)N1CCN(Cc2cc(=O)c(OCc3ccc([N+](=O)[O-])cc3)co2)CC1	?	.
Cc1ccc(NC(=O)CCNS(=O)(=O)c2ccc3c(c2)c(=O)n(C)c(=O)n3C)cc1C	8%	12
CCOc1cnc(-c2ccc(Cl)cc2)o1	i	.
O=C(NCc1ccccc1Cl)C1CCCN1C(=O)NC1CCCCC1 (centres undefined)	?	.
O=C(CCNS(=O)(=O)c1cccc2nsnc12)NCc1ccccc1	i	-10
COC(=O)CSc1nc(N)c(C#N)c(-c2ccco2)c1C#N	15%	-10
O=[N+]([O-])c1ccc(OCCO)c(P(=O)(c2ccccc2)c2ccccc2)c1	-5%	4
O=C(N/C(=C\c1cn(-c2ccccc2)nc1-c1ccc(Cl)cc1)C(=O)N1CCOCC1)c1ccccc1	2%	15
